# All columns: NCI-60 one-dose screen, growth in % after 48 h at 10 µM unless noted; 100 = growth as untreated, 0 = no growth, -100 = all killed.
# M14: M14 melanoma | 80,000 compounds, 6.2% hits
# UACC-62: UACC-62 melanoma. 81,000 compounds, 5.4% hits. AID 1794756
# SK-MEL-5: SK-MEL-5 melanoma | 80,000 compounds, 6.4% hits | AID 1794755
# A549/ATCC: A549/ATCC NSCLC. AID 1794740. 81,000 compounds, 3.7% hits
# UACC-257: UACC-257 melanoma. 78,000 compounds, 4.4% hits. AID 1794764
# MALME-3M: MALME-3M melanoma; 78,000 compounds, 5.8% hits
# SK-MEL-2: SK-MEL-2 melanoma; 77,000 compounds, 4.7% hits
# EKVX: EKVX NSCLC. 71,000 compounds, 3% hits. AID 1794765
# An asterisk follows results filed as active; nt = not tested or not shown; & = joins results of further samples. How the source made its calls: active means growth percent below 10; inactive means the rest. Rows are unselected; 9.8% or so of the library scored in one or more.
SMILES,M14,UACC-62,SK-MEL-5,A549/ATCC,UACC-257,MALME-3M,SK-MEL-2,EKVX
Cc1c(O)cccc1[N+](=O)[O-],98.5,100.7,100.6,107.8,nt,104.9,118.9,89.2
Brc1cnc[nH]1,107.1,102.0,104.8,102.5,104.8,95.9,107.5,107.0
O=C(O)c1cc(=O)c2cccc(O)c2[nH]1,100.1,96.4,91.6,101.1,94.2,93.7,100.8,94.8
S=C(NCNC(=S)c1ccncc1)c1ccncc1,104.4,94.3,106.3,88.8,88.8,110.0,102.4,98.5
CCOC(=O)c1cc(OCC)c2c(ccc3ccccc32)n1,112.2,98.7,102.6,104.4,121.6,109.7,146.5,101.8
CC(C)NC(=O)c1cc(-c2ccc(NC(=O)Nc3ccc(F)c(C(F)(F)F)c3)cc2)nc2cccnc12,92.3,97.0,93.2,86.8,100.5,123.3,106.8,95.3
CCCCc1oc2ccc([N+](=O)[O-])cc2c1C(=O)c1ccc(C#CC2CCCCC2)cc1,95.2,82.7,102.6,99.3,98.9,101.6,110.8,85.9
Nc1nc(Cl)c2ncn(Cc3cc4c(cc3I)OCO4)c2n1,76.0,45.7,72.0,45.6,81.4,63.7,57.1,95.8
O=C1/C(=C/c2ccccc2)COc2ccc(O)c(O)c21,104.6,97.4,100.3,107.8,102.0,102.2,111.3,99.4
CN(C)CCCNc1c2ccc(Cl)cc2nc2c1oc1ccc(Cl)cc12,-75.6*,12.6,77.1,-38.4*,94.5,49.4,127.1,44.4
O=C(Cc1c[nH]c2ccccc12)N=Nc1c(O)[nH]c2ccc(Br)cc12,103.3,77.1,nt,94.8,107.4,92.9,97.3,89.3
CCOC(=O)c1ncc2ncc(-c3ccc(OC)cc3)cn12,99.3,92.8,94.7,93.8,96.6,106.9,107.4,95.2
CC1(C)CC[C@]23CC[C@]4(C)[C@H](CC[C@@H]5[C@@]6(C)C[C@@H](C=NCCO)C(=O)C(C)(C)[C@@H]6CC[C@]54C)[C@H]2[C@H]1OC3=O,100.9,92.6,96.8,87.3,113.6,107.1,103.3,104.2
[O-][n+]1onc(Sc2ccccc2)c1-c1ccncc1,102.3,97.0,98.2,102.4,103.6,97.9,104.0,94.6
COC1=CC(c2ccc[nH]2)=N/C1=C\c1[nH]c(C)c(C(=O)OCCn2cc(CCC[C@@H]3Cc4cc(O)ccc4C4CC[C@]5(C)[C@@H](O)CC[C@H]5C43)nn2)c1C (stereo partly specified),nt,nt,88.2,82.2,96.4,130.9,121.9,nt

# No new results follow: an excerpt of the list.
SMILES,M14,UACC-62,SK-MEL-5,A549/ATCC,UACC-257,MALME-3M,SK-MEL-2,EKVX
CC(C)NC(=O)c1cc(-c2ccc(NC(=O)Nc3ccc(F)c(C(F)(F)F)c3)cc2)nc2cccnc12,92.3,97.0,93.2,86.8,100.5,123.3,106.8,95.3
CCCCc1oc2ccc([N+](=O)[O-])cc2c1C(=O)c1ccc(C#CC2CCCCC2)cc1,95.2,82.7,102.6,99.3,98.9,101.6,110.8,85.9
Nc1nc(Cl)c2ncn(Cc3cc4c(cc3I)OCO4)c2n1,76.0,45.7,72.0,45.6,81.4,63.7,57.1,95.8
O=C1/C(=C/c2ccccc2)COc2ccc(O)c(O)c21,104.6,97.4,100.3,107.8,102.0,102.2,111.3,99.4

# The list continues:
SMILES,M14,UACC-62,SK-MEL-5,A549/ATCC,UACC-257,MALME-3M,SK-MEL-2,EKVX
NC(=O)N/N=C/c1cccs1,103.0,nt,101.8,95.4,nt,103.8,105.1,91.8
O=C(Nc1ccc(N2CCNCC2)cn1)c1[nH]ncc1Nc1ncnc2sccc12,-61.3*,74.7,58.2,4.1*,69.8,-67.7*,85.7,65.8
CC1(C)Cc2cc3ccccc3nc2-c2ccccc21,104.0,100.7,nt,104.3,118.5,110.5,110.7,130.8
Cc1ccc(Cl)cc1NC(=O)c1sc2nc3c(cc2c1N)C(=O)CCC3,62.9,53.1,27.0,53.9,44.9,81.1,64.5,75.3
CC(C)OC(=O)[C@H](C)N[P@@](=O)(OC[C@@]1(C)O[C@@H](n2cc(F)c(N)nc2=O)C[C@@H]1O[P@](=O)(N[C@@H](C)C(=O)OC(C)C)Oc1ccccc1)Oc1ccccc1,91.6,99.3,90.6,92.2,92.6,91.1,121.7,108.9
CC/C(=C(/c1ccc(Cl)cc1)c1ccc(OCCN2CCCC2)cc1)c1ccc(OC)cc1,50.3,96.3,66.0,61.9,74.8,79.8,104.6,65.1
Cc1cc(C2=NN(C(=O)c3ccccc3)C(c3ccc[nH]3)C2)ccc1-n1ccc(C(F)(F)F)n1 (stereo unspecified),90.2,86.7,100.5,89.8,94.6,102.5,99.6,89.7
CN(C)c1ccc([C@H]2C[C@]3(C)[C@@H](CC[C@]3(O)CCCO)[C@@H]3CCC4=CC(=O)CCC4=C32)cc1,95.7,85.0,97.3,86.4,87.3,96.1,101.9,105.2
Cc1c(-c2nnc(SCCc3ccccc3)n2Cc2ccccc2)nn(-c2ccc(Cl)cc2Cl)c1-c1ccc(Cl)cc1,82.1,68.4,72.7,69.2,nt,91.8,68.0,69.7
CC1(c2ccccc2)CO1 (stereo unspecified),107.5,104.3,105.3,102.9,102.2,117.8,107.0,110.9
C=C(C)COc1ccc2c(c1)OCO2,87.0,104.2,101.9,86.9,90.2,122.9,120.1,93.7
CC(C)=N/N=C1/NC(=O)C(c2ccccc2)S1 (stereo unspecified),99.4,105.6,116.0,111.1,106.2,122.5,126.4,109.2
CC(C)=CCC[C@](C)(O)[C@H]1CC[C@]2(C)[C@@H]1CC[C@@H]1[C@@]3(C)CCC(NC(=O)c4ccccc4C(=O)O)C(C)(C)[C@@H]3CC[C@]12C (stereo partly specified),57.8,28.7,55.4,93.1,30.5,31.8,39.8,100.9
c1ccc(N=Nc2sc(N3N=C(c4cc5ccccc5o4)CC3c3c[nH]c4ccccc34)nc2-c2ccccc2)cc1 (stereo unspecified),100.8,76.9,97.7,98.9,103.7,nt,106.3,78.0
CCCn1ccc(-n2nnc(-c3ccccc3)c2N)n1,95.1,100.2,105.0,81.6,94.4,97.2,103.1,95.9
COc1cc(-c2nc(C(=O)NCCC(=O)O)nn2-c2ccc(Cl)cc2)cc(OC)c1OC,105.0,nt,nt,91.9,91.0,98.5,107.5,99.4
Cc1ccccc1/C=C1\Oc2cc(C)c(Cl)c(C)c2C1=O,92.4,91.2,93.3,98.4,93.1,92.6,114.6,87.4
COc1ccc(-c2cc(-c3ccccc3)nc(SCCCCCC(=O)O)n2)cc1,100.6,93.2,101.1,107.3,104.6,99.9,103.0,104.6
O=C1CC2CC=CCN2C=C1c1ccncc1 (stereo unspecified),101.3,96.7,99.7,72.8,74.7,88.3,102.0,95.3
COc1cc(OC)c(NC(N)=O)cc1Cl,95.8,103.3,104.1,110.7,119.8,83.4,97.2,nt
O=[N+]([O-])c1cccc(OCCOc2cccc([N+](=O)[O-])c2)c1,109.6,93.6,94.6,98.5,98.5,98.6,105.2,102.1
Cc1c(C(=O)Nc2nc3ccccc3s2)cnn1-c1c(F)cccc1F,87.1,81.6,71.4,93.6,107.7,85.7,103.4,92.3
CCCCCCCCCCCCCCCCCC(=O)NCc1ccc(OC)cc1,103.5,95.6,94.3,102.2,105.5,94.1,100.1,91.7
CCCCCCCCNC(=O)C(C)O (stereo unspecified),103.6,106.3,100.1,113.2,119.2,110.4,116.6,101.1
Cn1c(N)c(C(=O)CC#N)c(=O)n(C)c1=O,nt,91.0,104.4,100.6,99.2,95.4,106.1,89.3
Nc1ccc2c(c1)C(=O)NC2=O,99.4,89.7,104.6,104.8,98.6,90.5,117.1,112.1
COc1ccc(C(=O)/C=C/c2ccc(OCc3ccc(Cl)cc3)cc2)cc1OC,95.9,96.1,92.3,85.9,94.3,110.1,98.3,108.9
COc1cc2cc(Oc3ccc(NC(=O)c4cc(Cl)cc(Cl)c4)cc3)c(C)nc2cc1OC,75.7,80.6,52.2,50.7,89.8,89.9,104.6,53.5
CCCCCCCCCCCCCCCCCC(=O)OCC,105.2,101.3,103.1,102.6,99.4,93.1,108.4,108.6
O=C(Cn1c2c(sc1=O)[C@H]1[C@@H](O)[C@@H](O)[C@H](O)[C@@H]1CS2)N1CCOCC1,111.6,100.9,101.9,106.2,109.6,98.8,100.4,100.2

# 2 of the compounds above, bar-delimited.
mol | M14 | UACC-62 | SK-MEL-5 | A549/ATCC | UACC-257 | MALME-3M | SK-MEL-2 | EKVX
CCOC(=O)c1cc(OCC)c2c(ccc3ccccc32)n1 | 112.2 | 98.7 | 102.6 | 104.4 | 121.6 | 109.7 | 146.5 | 101.8
CC(C)NC(=O)c1cc(-c2ccc(NC(=O)Nc3ccc(F)c(C(F)(F)F)c3)cc2)nc2cccnc12 | 92.3 | 97.0 | 93.2 | 86.8 | 100.5 | 123.3 | 106.8 | 95.3

# Molecules shown so far containing a nitro group on carbon, in the order listed:
SMILES,M14,UACC-62,SK-MEL-5,A549/ATCC,UACC-257,MALME-3M,SK-MEL-2,EKVX
Cc1c(O)cccc1[N+](=O)[O-],98.5,100.7,100.6,107.8,nt,104.9,118.9,89.2
CCCCc1oc2ccc([N+](=O)[O-])cc2c1C(=O)c1ccc(C#CC2CCCCC2)cc1,95.2,82.7,102.6,99.3,98.9,101.6,110.8,85.9
O=[N+]([O-])c1cccc(OCCOc2cccc([N+](=O)[O-])c2)c1,109.6,93.6,94.6,98.5,98.5,98.6,105.2,102.1

# Later entries
SMILES,M14,UACC-62,SK-MEL-5,A549/ATCC,UACC-257,MALME-3M,SK-MEL-2,EKVX
CN1C(=O)N(C)C2NN3C(c4ccccc4)=CSC3=NC21 (stereo unspecified),105.2&96.3,98.4&90.6,99.5&99.5,104.7&102.0,111.8&109.7,102.0&80.6,106.9,101.2&89.0
CCOC(=O)C[n+]1cc2ccccc2cn1,97.0,96.1,97.5,109.6,108.7,114.0,105.4,nt
c1ccc(Cc2ccncc2)cc1,92.5,94.2,103.0,97.5,94.9,115.4,95.3,104.9
Fc1ccc(Nc2ncnc3ccc(-c4cnc5[nH]ccc5c4)cc23)cc1Cl,42.7,44.8,21.0,-50.1*,39.2,2.9*,29.9,14.8
COc1ccc(-c2cc(-c3nnc(SC/C(=N\O)c4ccccc4)n3-c3ccccc3)c3ccccc3n2)cc1OC,104.0,97.0,105.9,91.5,105.0,108.4,91.2,102.7
Cc1ccccc1N(C)c1nc(N)nc2[nH]ncc12,113.4,102.5,123.1,102.1,118.3,99.6,111.5,102.4
CC1=C(/C=C/C(C)=C/C=C/C(C)=C\C(=O)O)C(C)(C)CCC1,92.9,92.7,108.7,93.4,96.4,73.4,101.5,79.9
COc1ccccc1C(=O)Nc1cccc(NC(=O)c2ccccn2)c1,102.2,96.2,103.6,104.2,121.0,106.5,90.3,96.7
Clc1ccc(C(c2cccc(Cl)c2)C(Cl)Cl)cc1 (stereo unspecified),91.0,90.1,94.7,79.9,87.7,89.9,86.6,95.7
CCOC(=O)N1CCc2c(sc3ncnc(OCc4cn(CC(=O)Nc5ccc(C)cc5)nn4)c23)C1,98.2,95.6,109.6,71.4,73.4,94.9,101.5,103.4
C=C(C)[C@@H]1CC[C@]2(C(=O)O)CC[C@]3(C)[C@H](CC[C@@H]4[C@@]5(C)C[C@@H](CC#Cc6ccc(C#N)cc6)[C@H](O)C(C)(C)[C@@H]5CC[C@]43C)[C@@H]12,73.6,56.1,57.6,21.1,48.1,77.6,76.6,28.4
Oc1ccc2nc(-c3cnn4cccnc34)sc2c1,98.5,97.5,100.8,81.1,102.7,108.9,114.1,70.1
CCSc1nc(-c2ccc(F)cc2)c(C#N)c(=O)[nH]1,109.5,97.5,100.5,nt,101.8,85.1,96.3,105.2
Cc1ccc(-c2nn(CC(=O)N3CCCCC3)c(N)c2C#N)cc1,97.7,89.9,99.5,104.1,105.1,93.6,100.3,100.7
COc1cccc(-c2nc3occn3c2-c2ccnc(NCCNS(=O)(=O)c3ccc(Br)cc3)n2)c1,79.2,64.1,70.7,85.3,102.4,89.4,84.7,85.9

# Some of these compounds in order of formula weight, lowest first.
SMILES,M14,UACC-62,SK-MEL-5,A549/ATCC,UACC-257,MALME-3M,SK-MEL-2,EKVX
CN1C(=O)N(C)C2NN3C(c4ccccc4)=CSC3=NC21 (stereo unspecified),105.2&96.3,98.4&90.6,99.5&99.5,104.7&102.0,111.8&109.7,102.0&80.6,106.9,101.2&89.0
COc1cccc(-c2nc3occn3c2-c2ccnc(NCCNS(=O)(=O)c3ccc(Br)cc3)n2)c1,79.2,64.1,70.7,85.3,102.4,89.4,84.7,85.9
C=C(C)[C@@H]1CC[C@]2(C(=O)O)CC[C@]3(C)[C@H](CC[C@@H]4[C@@]5(C)C[C@@H](CC#Cc6ccc(C#N)cc6)[C@H](O)C(C)(C)[C@@H]5CC[C@]43C)[C@@H]12,73.6,56.1,57.6,21.1,48.1,77.6,76.6,28.4
